From PubChem BioAssay
Pemphigus Ab inh: inhibitors of pemphigus antibody binding to DSG3, primary screen, biochemical, bead-based, flow cytometry, scFv-GFP | Desmoglein-3 (Homo sapiens), P32926 | DSG3-coupled beads, scFv-anti-DSG3-GFP binding; stronger effect = lower value | binding (percent of control), % at 10 µM | hit rate 0.48% among 310,000 | AID 588358, 2011;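 active means binding more than 3 SD below its plate's average and above zero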; further: some compounds called inactive have numbers as strong as hits
Target sequence (P32926 whole entry, looked up): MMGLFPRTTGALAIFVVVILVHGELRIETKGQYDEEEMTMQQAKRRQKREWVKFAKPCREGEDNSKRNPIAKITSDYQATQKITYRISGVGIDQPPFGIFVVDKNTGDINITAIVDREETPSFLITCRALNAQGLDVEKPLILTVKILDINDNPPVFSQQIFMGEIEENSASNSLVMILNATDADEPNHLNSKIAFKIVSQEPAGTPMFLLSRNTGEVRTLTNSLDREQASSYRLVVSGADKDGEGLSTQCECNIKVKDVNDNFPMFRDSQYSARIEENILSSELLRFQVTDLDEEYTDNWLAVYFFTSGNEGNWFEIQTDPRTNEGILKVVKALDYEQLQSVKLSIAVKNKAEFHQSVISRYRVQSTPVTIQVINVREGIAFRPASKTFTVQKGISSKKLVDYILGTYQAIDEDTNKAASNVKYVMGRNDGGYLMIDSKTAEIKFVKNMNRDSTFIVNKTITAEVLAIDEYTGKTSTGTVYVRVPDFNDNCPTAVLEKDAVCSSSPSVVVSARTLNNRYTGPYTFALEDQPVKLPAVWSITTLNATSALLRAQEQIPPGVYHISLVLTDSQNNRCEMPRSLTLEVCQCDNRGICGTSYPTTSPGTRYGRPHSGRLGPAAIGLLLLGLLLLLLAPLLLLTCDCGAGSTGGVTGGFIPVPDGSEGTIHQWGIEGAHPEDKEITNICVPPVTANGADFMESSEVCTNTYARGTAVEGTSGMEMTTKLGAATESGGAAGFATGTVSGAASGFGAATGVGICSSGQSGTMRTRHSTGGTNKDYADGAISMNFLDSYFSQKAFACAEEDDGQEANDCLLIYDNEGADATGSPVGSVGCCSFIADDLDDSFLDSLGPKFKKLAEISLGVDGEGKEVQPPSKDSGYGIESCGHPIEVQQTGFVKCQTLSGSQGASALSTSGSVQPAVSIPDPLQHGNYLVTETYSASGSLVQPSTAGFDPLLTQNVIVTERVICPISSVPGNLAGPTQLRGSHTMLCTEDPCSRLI
SR-BI uptake up: activators of SR-BI mediated DiI-HDL uptake, primary screen, ldlA[mSR-BI] CHO cells, DiI fluorescence. 3 h; 100 = double the neutral-control signal. activation, % at 12.5 µM. hit rate 0.096% among 320,000. AID 504775, 2011;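 active means mean replicate activation of at least 60% and every replicate at or above 60%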;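 further: 0% = median plate neutral-control signal and 100% = twice that signal; values of inactives mirror those of a sister screen read the other way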
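Material: SR-BI-overexpressing, LDLR-lacking CHO cells; schedule: compound exposure 3 h, 37 °C; reagent: DiI-labelled HDL at 10 µg/mL final; technique: bottom-read fluorescence, 550/595 nm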
PKA-R1A activ: activators of PKA-R1A holoenzyme, primary screen, biochemical, fluorescence polarization, Cy5-IP20, bovine R1A, mouse PKAc; hit rate 0.083% among 340,000; AID 504707, 2011; PKA-R1A dissociation; scaled: DMSO 0%, 113 µM cGMP 100%; cAMP-dependent protein kinase type I-alpha regulatory subunit (Bos taurus) + …; activation, % at 11.4 µM;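 active means percent activation above the mean of all tested compounds plus 3 SD, cut at about 19% in these data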;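 further: higher means more PKAc released from R1A so a rise in polarization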
SR-BI DiI inh: inhibitors of SR-BI mediated HDL lipid uptake, primary screen, ldlA[mSR-BI] cells, fluorescence, single point; Scavenger receptor class B member 1 (Mus musculus), Q61009; ldlA[mSR-BI] CHO cells, DiI-HDL uptake fluorescence, 3 h; inhibition, % at 12.5 µM; hit rate 0.96% among 320,000; AID 488896, 2010;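 active means mean replicate inhibition of at least 70% and a set share of replicates each scoring 70 or more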;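 further: 0% = median of neutral control wells and 100% = median of positive control wells; values of inactives mirror those of a sister screen read the other way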
dFosB activator: activators of delta FosB homodimer, primary screen, biochemical, fluorescence polarization, TAMRA-CDK5 oligo, single point; Protein FosB (Mus musculus), P13346; purified delta FosB; percent of positive-control signal above neutral wells; activation, % at 25 µM; hit rate 0.99% among 340,000; AID 493131, 2011;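 active means mean activation above about 17%, with every replicate also reaching it, limit read from the data, passing the limit was not always enough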;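 further: fluorescence polarization rise as delta FosB binds a TAMRA Cdk5 AP-1 oligo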
SUMO Mot1 rescue: yeast Mot1-301 growth rescue at high temperature, primary screen, SUMOylation pathway inhibitor project, S. cerevisiae, ATP luminescence, 38.5C | growth rescue, % at 18.8 µM | hit rate 1% among 320,000 | S. cerevisiae Mot1-301 growth rescue; percent above DMSO median, 100 means doubled;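 active means every valid replicate shows activation above 250% relative to neutral control wells; inactive means the rest, any valid replicate at or below 250%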;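 further: OY570 slx delta 5 strain wells were the positive control but not used for scaling; some compounds called inactive have numbers as strong as hits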
Arrestin-AP2 inh: inhibitors of beta-arrestin/AP2 binding, primary screen, biochemical, GPCR trafficking, flow cytometry; beta-arrestin 1 C-terminal peptide binding to AP2 beta2-adaptin appendage (human); FITC-arrestin peptide / GST-AP2 beads; AP2 beta2 appendage carries R879A mutation; inhibition, % at 10 µM; hit rate 0.31% among 340,000; AID 504490, 2011;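 active means inhibition above a set limit, near 3 SD of compounds lacking own fluorescence, cut at about 54% in these data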;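 further: plate controls were DMSO wells for no effect and 5 µM unlabelled arrestin peptide for full effect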
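System: GST-AP2 R879A glutathione beads. Medium: PBS with 0.05% Tween 20 and 0.1% BSA. Also added: FITC-arrestin peptide, 50 nM. Incubation: 12 min plus 1 h, RT. Measured by: high-throughput flow cytometry of beads, ex 488, em 535 nm. Evaluation: percent drop in bead-associated FITC signal.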
NSD2 inh: NSD2 histone methyltransferase inhibitors, primary screen, biochemical, AlphaScreen, single concentration, set 2; inhibition, % at 12.5 µM; AID 743445, 2014; NSD2 peptide methylation, 120 min; hit rate 0.54% among 310,000; in the data active means inhibition above about 50%
PKA-R2B act: activators of PKA-R2B holoenzyme, primary screen, biochemical, fluorescence polarization, Cy5-IP20, human; cAMP-dependent protein kinase catalytic subunit beta (Homo sapiens) + cAMP-dependent …; PKA-R2B holoenzyme dissociation; R2B truncated from residue 108, S112A mutant; 0% DMSO only, 100% 113 µM cGMP; activation, % at 11.4 µM; hit rate 0.079% among 340,000; AID 504700, 2011;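 active means activation above a cutoff set at the mean over all compounds plus 3 SD, cut at about 18% in these data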;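 further: higher means more holoenzyme dissociation and a rise in polarization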
CDK5 p35 inh: inhibitors of human CDK5/p35 kinase, primary screen, biochemical, single concentration; Cyclin-dependent kinase 5 (Homo sapiens) + Cyclin-dependent kinase 5 activator 1 (Homo …; Recombinant CDK5/p35, ADP-Glo luminescence, 60 min; inhibition, % at 10 µM; hit rate 0.01% among 330,000;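 active means highest replicate inhibition of at least 50% and at least 75% of replicates reaching 50%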;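 further: plate controls were DMSO neutral control for no effect and GW8510 at 10 µM for full effect; many of its hits are not listed in these tables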
MITF TRPM1 HTS: activators of MITF-driven TRPM1 promoter reporter, primary screen, cell-based, SK-MEL-5, luciferase, single point. activation, % at 12.5 µM. hit rate 0.75% among 300,000. SK-MEL-5 TRPM1-promoter luciferase, 24 h; % of positive control, neutral wells = 0;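 active means mean activation of at least 80% with every replicate also reaching 80%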;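 further: 0% = neutral control wells and 100% = parthenolide positive control wells; values of inactives mirror those of a sister screen read the other way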
The depositor's hits bear a star; . = not tested or not shown.

MITF TRPM1 HTS,SR-BI uptake up,NSD2 inh,Arrestin-AP2 inh,SUMO Mot1 rescue,Pemphigus Ab inh,SR-BI DiI inh,PKA-R1A activ,CDK5 p35 inh,dFosB activator,PKA-R2B act,Structure
-2,-18,6,-9,19,111,18,4,-1.1,1,-3,COc1ccccc1CN1C[C@@H]2C[C@@H](c3ccc(Cl)cc3)N3CCC[C@@]23C1=O
11,-4,14,10,7,98,4,-6,-5.9,1,2,CC1=CC(C)(C)N(C(=O)CNC2CCCC2)c2cc(C)ccc21
8,18,1,10,888,101,-18,-8,0.4,2,-2,CCCCc1c(O)n2c(nc3ccccc32)[nH]c1=O
-31,-20,2,25,7,.,20,-4,0.0,11,-7,COc1ccc(-n2c(SCC(=O)Nc3ccc(NC(C)=O)cc3)nc3c([nH]c4ccccc43)c2=O)cc1OC
25,.,1,2,211,102,.,-12,0.3,-15,1,Cc1ccc(C(=O)Nc2nc(-c3cccnc3)cs2)o1
3,-3,-2,-2,3,108,3,-3,0.1,-2,10,O=C(N/N=C\c1ccc2c(c1)OCO2)c1cncc(Br)c1
-2,13,0,-2,1,92,-13,5,1.2,-16,1,CCCc1cc(=O)[nH]c(SCC(=O)c2ccc3c(c2)OCCO3)n1
7,5,-3,6,-17,100,-5,-12,4.3,-5,-8,Cc1ccc(C(=O)c2cn(-c3ccc(F)c(Cl)c3)nn2)cc1
-3,9,-6,-1,203,104,-9,-5,2.1,-4,-16,O=C(Oc1ccccc1F)C1CCN(C(=O)c2ccc(F)cc2)CC1
.,62*,-3,38,17,108,-62,1,1.6,-2,1,O=S(=O)(NCCN1CCCC1)c1ccc(Br)cc1
-3,17,-5,11,0,99,-17,-13,0.3,-7,-3,Nc1nc(N2CCN(C(c3ccccc3)c3ccccc3)CC2)n[nH]1
-4,14,-2,-28,-19,105,-14,-2,-1.7,-8,6,N#Cc1c(N)nc2c(c1N)CC(C(F)(F)F)O2 (stereo not drawn)
4,20,4,3,9,105,-20,0,-0.2,-7,4,CCCn1c(O)c(CN2CCCCC2)c(C)c(C#N)c1=O
-13,-16,-12,-9,34,73,16,6,-0.5,0,4,CC1COc2ccccc2N1S(=O)(=O)c1cc(Cl)ccc1Cl (stereo not drawn)
11,-56,2,11,-13,105,56,-11,0.5,-5,-14,CCC(CO)Nc1ccc(-c2n[nH]c(=O)c3ccccc23)cc1[N+](=O)[O-] (stereo not drawn)
.,0,0,31,421,.,0,6,-0.5,-7,1,Cc1onc(-c2ccccc2)c1C(=O)N1CCCN(C(=O)c2c(-c3ccccc3)noc2C)CC1
.,-47,.,3,8,96,47,-19,1.7,-4,1,CCn1cc(S(=O)(=O)CC(=O)Nc2cc(C)ccc2C)c2ccccc21
.,3,-1,-3,-6,.,-3,-15,-1.2,-5,2,COCc1nnc(NS(=O)(=O)c2ccc(Br)cc2)s1
-8,-17,-1,.,34,101,17,-3,-0.2,-9,6,Cc1ccc(NCc2ccccc2F)cc1
-88,-17,2,51,6,100,17,-20,0.4,78*,-7,COc1ccc(C)c2sc(N(CCN(C)C)C(=O)/C=C/c3cccs3)nc12
-4,17,-5,0,13,106,-17,-11,-0.9,-6,-11,CSc1ccc(S(=O)(=O)NCc2ccccc2)cc1
9,.,0,0,145,119,.,4,1.0,-6,1,OC(COc1ccc(F)cc1Cl)CN1CCC(Cc2ccccc2)CC1 (stereo not drawn)
.,-19,30,1,276,100,19,2,-0.3,2,1,FC(F)(F)c1cc(Oc2ccccc2Cl)nc(-c2ccccn2)n1
-11,-1,3,4,316,112,1,-10,1.6,-6,-5,Cc1ccc(C)c(N2CCN(C(=O)c3ccc(CS(=O)Cc4ccc(Cl)cc4)o3)CC2)c1 (stereo not drawn)
.,11,.,-48,11,92,-11,-8,-4.0,-10,-5,COc1ccc(CNC(=O)CS(=O)Cc2nc(-c3ccc(C)cc3)oc2C)cc1 (stereo not drawn)
-16,26,-4,0,8,104,-26,-4,1.1,0,-13,O=c1n(-c2cccc(Cl)c2)c(=O)n2n1CCC2
-7,-58,-2,2,6,104,58,-2,-1.0,7,-15,CCOC(=O)Cc1csc(NC(=O)COc2ccc(N(C)S(=O)(=O)c3cccs3)cc2)n1
-27,-13,-2,-3,.,99,13,-5,2.1,-5,5,O=C(Nc1cccc(S(=O)(=O)NC2=NCCCCC2)c1)c1ccc(Cl)cc1
-23,-10,100*,40,109,101,10,-6,-2.0,-4,-9,CCN(C(=S)Nc1cccnc1)c1cccc2ccccc12
10,20,-5,-15,-12,129,-20,-5,-1.7,-3,7,O=C(CSc1nnc(-c2ccncc2)o1)N1CCCC1
-8,-28,-4,13,.,99,28,-3,-0.5,0,-6,O=C1C2CCCCN2C(=O)N1CCN1CCN(c2ccc(F)cc2)CC1 (stereo not drawn)
3,11,-4,7,1,100,-11,-14,-1.7,-6,-2,CC(On1nnc2ccccc21)C(=O)N1CCN(Cc2ccccc2)CC1 (stereo not drawn)
1,-1,0,9,-12,100,1,-3,-1.6,-10,-3,CN(CC(=O)Nc1ccccc1C(=O)N1CCCC1)S(=O)(=O)c1ccc(Br)cc1
-4,33,2,9,-30,127,-33,2,-0.2,0,3,O=C(NNC(=S)NC(=O)c1ccccc1)c1ccc(O)cc1
-8,-21,-1,28,-18,.,21,-2,-1.4,-14,-9,COC(=O)Cc1c(C)c2ccc(OCC(=O)N3CCCC(C)C3)c(C)c2oc1=O (stereo not drawn)
-9,-15,5,-1,-12,98,15,-2,-4.3,-7,5,CC(C)(C)CC(=O)NC(=S)Nc1ccccc1[N+](=O)[O-]
68,8,-5,26,-9,104,-8,9,1.1,-13,-1,CC(C)(C)C(=O)NC(=S)Nc1cccc(C(=O)O)c1
-2,-21,-1,-27,12,.,21,-2,0.6,-3,15,CCOc1cc(N2CCOCC2)c(OCC)cc1NC(=O)c1cc(C)nc2ccccc12
-50,-44,.,31,-7,88,44,4,-0.7,2,4,CN(CC1CCCO1)S(=O)(=O)c1ccc(C(=O)Nc2nc3cc4c(cc3s2)OCO4)cc1 (stereo not drawn)
-9,-3,0,-8,-5,110,3,9,-2.5,-4,8,CCN(CC(=O)Nc1ccc(Cl)c(C(F)(F)F)c1)CC(=O)NC1CCS(=O)(=O)C1 (stereo not drawn)
-24,-20,2,7,.,98,20,-3,2.3,-5,-6,CCC(C)Nc1nc(CN2CCOCC2)nc2sc3c(c12)CCC3 (stereo not drawn)
14,8,-1,-10,-15,102,-8,4,0.0,-7,0,N=c1oc2ccc(Br)cc2cc1C(=O)NCc1ccc(F)cc1
.,16,-6,-12,20,97,-16,-1,-0.2,-3,1,O=C(Oc1ccc(Cl)c2cccnc12)N1CCOCC1
.,31,10,6,6,96,-31,-15,-5.5,-2,-6,C=CCOc1ccc(C(c2c(O)nc(SC)[nH]c2=O)c2c(O)nc(SC)[nH]c2=O)cc1
6,2,1,1,-10,109,16,-17,3.4,-1,-12,CNc1nc(Nc2ccccc2)nc(OCC(F)(F)F)n1
3,-34,-2,-2,216,.,34,0,0.0,-11,-2,O=C(Nc1ccc(Cn2cccn2)cc1)c1ccc(COc2cccc(Br)c2)cc1
-9,43,44,0,-26,.,-43,-8,-0.7,2,4,CCOC(=O)CCc1nc2ccccc2[nH]c1=O
-5,-2,-11,-9,-26,94,2,1,-2.2,5,6,COc1ccc(S(=O)(=O)NCC(=O)N(CC(=O)NCc2ccco2)Cc2ccc(F)cc2)cc1
.,-3,0,-9,1,122,3,-2,1.2,-2,-4,N#Cc1ccccc1S(=O)(=O)Nc1ccc2c(c1)OCCO2
.,.,0,-6,0,91,.,-5,-1.6,9,3,CSc1nnc(C2CCN(CC(=O)Nc3ccccc3N3CCOCC3)CC2)n1C

Next compounds:
MITF TRPM1 HTS,SR-BI uptake up,NSD2 inh,Arrestin-AP2 inh,SUMO Mot1 rescue,Pemphigus Ab inh,SR-BI DiI inh,PKA-R1A activ,CDK5 p35 inh,dFosB activator,PKA-R2B act,Structure
-25,8,-1,0,128,102,-8,-7,0.1,-11,0,O=C(COc1ccc(F)cc1)Nc1nc(-c2ccccn2)cs1
4,4,-2,7,-24,99,-4,6,3.5,-1,-7,C(=Nc1ccc(Nc2ccccc2)cc1)c1ccc2ccccc2c1
-5,0,1,-25,84,107,0,1,-0.1,-3,0,COc1ccc(C(C)=O)cc1COc1ncnc2ccccc12
-5,35,.,5,-16,105,-35,7,-1.9,-3,-13,CC(C)(C)OC(=O)N1CCN(C(=O)OCC2c3ccccc3-c3ccccc32)CC1C(=O)O (stereo not drawn)
.,-15,0,-11,16,.,15,-8,-2.4,-3,-1,O=C(c1ccco1)n1nc(-c2ccc(Cl)cc2)nc1NCc1ccco1
0,6,-4,-10,-6,92,-6,-3,1.6,-3,-7,CCOC(=O)c1oc2ccccc2c1COC(=O)CNC(=O)c1ccco1
.,-11,-2,-3,670,108,11,-7,2.2,2,-1,CCOC(=O)c1sc(NC(=O)CN2CC(C)OC(C)C2)nc1C (stereo not drawn)
5,-30,0,-3,4,101,30,3,1.1,-1,9,O=C(O)CCN1C(=O)c2ccc(NC(=O)CSc3ccccc3)cc2C1=O

Structures listed so far that contain a nitro group on carbon, in the order listed:
MITF TRPM1 HTS,SR-BI uptake up,NSD2 inh,Arrestin-AP2 inh,SUMO Mot1 rescue,Pemphigus Ab inh,SR-BI DiI inh,PKA-R1A activ,CDK5 p35 inh,dFosB activator,PKA-R2B act,Structure
11,-56,2,11,-13,105,56,-11,0.5,-5,-14,CCC(CO)Nc1ccc(-c2n[nH]c(=O)c3ccccc23)cc1[N+](=O)[O-] (stereo not drawn)
-9,-15,5,-1,-12,98,15,-2,-4.3,-7,5,CC(C)(C)CC(=O)NC(=S)Nc1ccccc1[N+](=O)[O-]
